High-throughput results as filed in PubChem.
TRHR agonist = agonists of human TRH receptor; P34981; TRHR cells, calcium flux fluo-8, FDSS agonist mode; activation, % at 2 µM; 360,000 compounds, 0.18% hits; AID 493084; note: 0% is about no effect
Target sequence (P34981 whole entry, looked up): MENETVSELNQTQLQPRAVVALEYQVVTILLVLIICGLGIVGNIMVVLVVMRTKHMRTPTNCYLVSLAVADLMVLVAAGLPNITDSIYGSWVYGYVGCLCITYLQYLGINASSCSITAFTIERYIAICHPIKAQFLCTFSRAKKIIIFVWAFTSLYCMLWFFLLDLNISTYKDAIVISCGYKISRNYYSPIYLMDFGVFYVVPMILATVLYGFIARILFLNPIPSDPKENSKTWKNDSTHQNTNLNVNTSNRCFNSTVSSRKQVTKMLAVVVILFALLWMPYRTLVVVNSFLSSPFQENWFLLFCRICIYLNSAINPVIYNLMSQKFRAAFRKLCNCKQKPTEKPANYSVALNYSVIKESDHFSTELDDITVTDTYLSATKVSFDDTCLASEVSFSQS
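TRHR-expressing cells, plated overnight in medium with 10% serum, were loaded with fluo-8 calcium dye at room temperature. After a 10 s baseline, library compound was pin-added and calcium release was recorded kinetically (ex 480/em 530) as agonist response.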
RXFP1 antag = antagonists of human relaxin receptor RXFP1; HEK293-RXFP1, relaxin-stimulated cAMP HTRF, 30 min; stronger effect = lower value; Q9HBX9; activity change, negative = inhibition, % at 57.5 µM; 350,000 compounds, 0.59% hits;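 active = activity change of -60% or lower, but not beyond a set lower limit; inconclusive = change between -60% and -40%, or beyond the set limit; inactive = change above -40%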; note: % is set by controls: 0 for no effect and ±100 for the full control effect
D2 antag = antagonists of human D2 dopamine receptor; P14416; HEK293 TREx D2 cells, calcium flux, dopamine EC80; inhibition, % at 10 µM; 340,000 compounds, 2% hits; AID 485344; in the data active = inhibition above about 30%; note: 0% is about no effect
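Cells plated overnight at 30 C with tetracycline; no-wash calcium dye, 30–90 min RT; 10 s baseline; compound pinned; 180 s read; EC80 dopamine added; another 180 s read.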
D1 antag = antagonists of human D1 dopamine receptor | P21728 | AID 504652 | HEK293 TREx D1 cells, calcium flux, dopamine EC80; stronger effect = lower value | activity change, negative = inhibition, % at 10 µM | 360,000 compounds, 3.2% hits; in the data active = activity change below about -30%; note: % is set by controls: 0 for no effect and ±100 for the full control effect
Target sequence (P21728 whole entry, looked up): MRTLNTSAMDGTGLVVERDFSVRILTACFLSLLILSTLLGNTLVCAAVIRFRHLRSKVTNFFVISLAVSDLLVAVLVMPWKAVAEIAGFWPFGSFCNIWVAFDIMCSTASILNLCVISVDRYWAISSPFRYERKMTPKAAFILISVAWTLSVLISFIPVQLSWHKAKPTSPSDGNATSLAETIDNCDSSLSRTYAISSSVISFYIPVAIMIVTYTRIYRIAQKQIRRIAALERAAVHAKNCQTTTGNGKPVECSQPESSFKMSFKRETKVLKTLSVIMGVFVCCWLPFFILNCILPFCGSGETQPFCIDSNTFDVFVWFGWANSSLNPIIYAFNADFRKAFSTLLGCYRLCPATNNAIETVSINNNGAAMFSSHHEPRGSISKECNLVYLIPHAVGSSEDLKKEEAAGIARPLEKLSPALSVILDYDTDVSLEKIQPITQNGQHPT
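Cells carrying a force-coupled, tetracycline-inducible human D1 receptor report calcium flux. Each well gets a 10 s baseline, compound with 180 s monitoring, then an EC80 dopamine stimulus with a second 180 s kinetic read.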
TRHR PAM = allosteric enhancers of human TRH receptor. TRHR cells, fluo-8 calcium fluorescence, EC20 TRH enhancement. 360,000 compounds, 0.66% hits. enhancement, % at 2 µM; in the data active = enhancement above about 30%; note: 0% is about no effect
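Enhancer read-out: after compound pinning and an initial kinetic agonist-mode read, an EC20 of TRH (10 nM final) was injected and fluo-8 calcium signal (Ex 480/Em 530) followed at 1 s/cycle for 100 cycles in TRHR-expressing cells.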
D2 potentiator = D2 dopamine receptor (human) potentiation; P14416; HEK293 T-REx D2, calcium flux, EC20 dopamine potentiation; potentiation, % at 10 µM; 340,000 compounds, 0.34% hits; AID 485347;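 active = potentiation over 3 SD above the plate norm, cut at about 30% in these data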; note: 0% is about no effect
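Tetracycline-induced HEK293 T-REx cells force-coupled to calcium signalling expressed D2; compounds were pin-added after a 10 s baseline, read kinetically 180 s, then an EC20 dopamine challenge followed with a further 180 s calcium read.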
D1 PAM = human D1 dopamine receptor positive modulation; 360,000 compounds, 0.036% hits; HEK293 TREx D1 cells, calcium flux, dopamine EC20 potentiation; P21728; AID 504651; potentiation, % at 10 µM; in the data active = potentiation above about 30%; note: 0% is about no effect
D2 ag = agonists of human D2 dopamine receptor. P14416. activation, % at 2 µM. HEK293 T-REx D2 cells, calcium flux agonist mode. 340,000 compounds, 0.53% hits. AID 485358;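 active = activation over 3 SD above normal in the single-dose calcium agonist read, cut at about 30% in these data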; note: 0% is about no effect
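Tetracycline-induced HEK293 Trex cells with D2 receptor force-coupled to calcium signaling, plated overnight at 30 C and loaded with no-wash calcium dye. Calcium flux read kinetically for 180 s after compound addition; responses flag agonists.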
D1 agonist = agonists of human D1 dopamine receptor | 360,000 compounds, 1% hits | HEK293 T-REx D1 cells, calcium flux, agonist mode | activation, % at 2 µM; note: 0% is about no effect
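Tetracycline-induced HEK293 TREx D1 cells, force-coupled to calcium signalling, were dye-loaded with a no-wash calcium kit. Compound was pin-added after a 10 s baseline. Fluorescence was read kinetically at 1 cycle/s for 180 s, with calcium rises flagged as agonism.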
Active calls of the source: *; ? = inconclusive; · = not tested or not shown; & = joins results of further samples; ! = not confirmed by another sample. Cut-off read from the data, not from the text of the source, unless noted: active = activation above about 30%; inactive = the rest.

SMILES | TRHR agonist | RXFP1 antag | D2 antag | D1 antag | TRHR PAM | D2 potentiator | D1 PAM | D2 ag | D1 agonist
COc1ccc2oc(C(=O)OCC(=O)Nc3cc(S(=O)(=O)N4CCOCC4)ccc3OC)c(C)c2c1 | 0.3 | -8 | -14 | 6 | 1 | -8 | 2 | -1.4 | 4
CCOC(=O)CSc1nc2ccc(C)cc2n2cnnc12 | 0.5 | -6 | -16 | 0 | 10 | -2 | -6 | 0.8 | 2
CC(C)CNC(=O)C(=O)NCCC1CCCCN1S(=O)(=O)c1cccs1 (stereo not drawn) | 0.1 | 0 | -3 | -4 | 0 | 1 | 1 | -0.2 | 1
Nc1c(C(=O)NC2CCCCC2)nsc1C(=O)OCC(=O)NC1CCCCC1 | 0.2 | 4 | 3 | -25 | -2 | 8 | 1 | 1.8 | 6
CCOCCCn1c(=NC(=O)c2cccs2)c(C#N)cc2c(=O)n3cccc(C)c3nc21 | 4.5 | -6 | -7 | -6 | -6 | 0 | 0 | 3.4 | 3
COc1ccc(CNC(=O)c2cccc3c2C(=O)N(CC2CCCO2)C3)cc1 (stereo not drawn) | -0.5 | 4 | -6 | -3 | 0 | 15 | 3 | 0.0 | -1
COc1ccc(N2C(=O)C3CCCN3C2c2ccc(C)o2)cc1 (stereo not drawn) | 1.4 | · | 3 | -11 | -4 | -4 | 3 | 0.4 | 2
CC(C)NCC(O)COC1CCC(C(C)(C)C)CC1 (stereo not drawn) | 1.1 | ? | 7 | -19 | -1 | -3 | 1 | -0.6 | 3
COc1cccc(NC(=O)COc2ccccc2C(N)=O)c1 | 0.8 | 1 | -13 | -7 | 2 | 4 | -4 | 0.1 | 3
Cc1c(O)ccc(NC(=O)/C=C/c2ccccc2)c1C | -0.2 | -11 | 35* | · | -1 | -9 | -4 | 0.1 | 22
COc1ccc(C2=NN(CC(=O)NCCc3ccc(OC)c(OC)c3)C(=O)CC2)cc1 | 0.1 | 14 | · | 3 | 0 | 12 | -9 | -0.4 | -1
COc1cccc(C(C(=O)NC2CCCC2)N(C(=O)c2ccco2)c2ccccc2)c1OC (stereo not drawn) | -0.7 | 5 | -17 | 8 | 0 | 17 | 2 | -0.6 | -2
Cc1ccc(OCCC(=O)OCC(=O)Nc2ccc(C)cc2Cl)cc1 | -0.3 | -13 | 0 | 11 | 1 | -7 | 0 | -0.4 | 5
CCOc1cc(CO)ccc1OCC(=O)N1CCCCC1 | 0.7 | 20 | 8 | -7 | -2 | 6 | -4 | 0.1 | 2
COC(=O)C1(CC2CC(c3ccc(Cl)cc3)=NO2)CCN(C(=O)OC(C)(C)C)CC1 (stereo not drawn) | -0.2 | · | · | -8 | -1 | · | -8 | · | 8
NNc1nc2c(-c3cccc(C(F)(F)F)c3)nnn2c2ccccc12 | 1.8 | -18 | 16 | -10 | -8 | 7 | 0 | 0.9 | 4
CCCc1cc(=O)[nH]c(SC(C)C(=O)N2c3ccccc3CC2C)n1 (stereo not drawn) | -1.0 | -20 | 44* | 13 | 10 | -29 | 0 | -0.3 | -2
CC(C)NC(=O)C1(c2ccccc2)CC1(Cl)Cl (stereo not drawn) | 0.9 | -4 | -13 | 16 | 5 | 10 | -4 | 0.3 | -1
Cc1ccc(C(=O)N2CCN(c3cccc(C)c3C)CC2)cc1S(=O)(=O)N1CCOCC1 | -1.0 | -17 | 14 | -18 | -6 | -11 | -8 | -1.7 | 0
CC(NC(=O)C(=O)N1CCCCC1)C(c1cccs1)N1CCN(c2ccc(F)cc2)CC1 (stereo not drawn) | 0.0 | ? | 17 | 10 | 0 | -3 | 6 | 0.4 | 1
COc1ccc(-c2cc3ccccc3n2CC(O)CN2CCC(C)CC2)cc1 (stereo not drawn) | 3.8 | -4 | 81* | -12 | 4 | -25 | -5 | 0.1 | 14
COC(=O)[C@H](Cc1ccccc1)NC(=O)N1CCN(c2ccc(F)cc2)CC1 | 0.7 | 0 | -15 | -21 | 6 | 3 | -2 | 1.1 | 3
CNC(=O)COC(=O)CCC(=O)c1ccc(Cl)cc1 | 0.4 | 6 | -19 | 7 | 7 | 5 | -3 | 0.3 | 2
Cn1c(=O)c2c(nc(NCc3ccccc3)n2Cc2ccc(Cl)c(Cl)c2)n(C)c1=O | -0.9 | · | · | 0 | -2 | -1 | 1 | 1.2 | 13
CCOc1ccc(NC(=O)CC2S/C(=N/N=C3CCCCCC3)NC2=O)cc1 (stereo not drawn) | -1.7 | 1 | -17 | -3 | -11 | 7 | 2 | 0.3 | 2

Nothing new here: eleven of the compounds above.
SMILES | TRHR agonist | RXFP1 antag | D2 antag | D1 antag | TRHR PAM | D2 potentiator | D1 PAM | D2 ag | D1 agonist
COc1ccc2oc(C(=O)OCC(=O)Nc3cc(S(=O)(=O)N4CCOCC4)ccc3OC)c(C)c2c1 | 0.3 | -8 | -14 | 6 | 1 | -8 | 2 | -1.4 | 4
CCOC(=O)CSc1nc2ccc(C)cc2n2cnnc12 | 0.5 | -6 | -16 | 0 | 10 | -2 | -6 | 0.8 | 2
CC(C)CNC(=O)C(=O)NCCC1CCCCN1S(=O)(=O)c1cccs1 (stereo not drawn) | 0.1 | 0 | -3 | -4 | 0 | 1 | 1 | -0.2 | 1
Nc1c(C(=O)NC2CCCCC2)nsc1C(=O)OCC(=O)NC1CCCCC1 | 0.2 | 4 | 3 | -25 | -2 | 8 | 1 | 1.8 | 6
CCOCCCn1c(=NC(=O)c2cccs2)c(C#N)cc2c(=O)n3cccc(C)c3nc21 | 4.5 | -6 | -7 | -6 | -6 | 0 | 0 | 3.4 | 3
COc1ccc(CNC(=O)c2cccc3c2C(=O)N(CC2CCCO2)C3)cc1 (stereo not drawn) | -0.5 | 4 | -6 | -3 | 0 | 15 | 3 | 0.0 | -1
COc1ccc(N2C(=O)C3CCCN3C2c2ccc(C)o2)cc1 (stereo not drawn) | 1.4 | · | 3 | -11 | -4 | -4 | 3 | 0.4 | 2
CC(C)NCC(O)COC1CCC(C(C)(C)C)CC1 (stereo not drawn) | 1.1 | ? | 7 | -19 | -1 | -3 | 1 | -0.6 | 3
COc1cccc(NC(=O)COc2ccccc2C(N)=O)c1 | 0.8 | 1 | -13 | -7 | 2 | 4 | -4 | 0.1 | 3
Cc1c(O)ccc(NC(=O)/C=C/c2ccccc2)c1C | -0.2 | -11 | 35* | · | -1 | -9 | -4 | 0.1 | 22
COc1ccc(C2=NN(CC(=O)NCCc3ccc(OC)c(OC)c3)C(=O)CC2)cc1 | 0.1 | 14 | · | 3 | 0 | 12 | -9 | -0.4 | -1

(listing goes on)
SMILES | TRHR agonist | RXFP1 antag | D2 antag | D1 antag | TRHR PAM | D2 potentiator | D1 PAM | D2 ag | D1 agonist
Cc1ccccc1Nc1ccc([N+](=O)[O-])cn1 | -0.4 | 1 | 10 | -1 | -1 | -3 | -1 | 0.8 | 0
Cc1ccc(C(=O)NCc2nnnn2-c2ccc(C)c(C)c2)cc1 | -0.8 | -16 | · | -7 | 4 | 7 | -2 | 0.6 | -1
COC(=O)c1ccccc1NC(=O)COc1ccc2c(c1)OCO2 | 0.1 | 0 | 13 | 2 | -3 | 2 | -2 | 0.1 | 5
O=C1CCC(N2C(=O)c3ccccc3C2=O)C(=O)N1 (stereo not drawn) | -0.7 | -14 | -5 | 3 | 13 | 1 | 0 | 2.7 | 8
COc1ccc([C@H]2CC(=O)C=C(c3cccc(Cl)c3O)C2)cc1OC | 1.6 | · | 0 | -8 | 5 | 13 | 2 | -0.3 | 0
CCN/N=C(\Cc1nc2ccccc2[nH]1)c1ccccc1 | 0.7 | -14 | · | 19 | -1 | · | -7 | · | 2
Cc1ccc2oc(-c3ccc(NC(=O)c4ccc5c(c4)OCO5)cc3)nc2c1 | -0.1 | 2 | 10 | -10 | 1 | -16 | -4 | 0.4 | 1
CCN(CC)S(=O)(=O)c1ccc(Cl)c(C(=O)NCC2CCCO2)c1 (stereo not drawn) | 0.2 | 0 | -2 | 3 | 1 | -3 | -6 | 1.2 | 1
Cc1csc2nc(COC(=O)CNC(=O)c3ccccc3)cc(=O)n12 | 0.1 | 4 | · | 10 | 0 | -9 | -4 | 0.3 | 4
CCc1ccccc1NC(=O)c1sc(-n2nc(C)c(Cc3ccc4c(c3)OCO4)c2C)nc1C | -0.2 | -2 | · | -7 | 0 | -11 | 1 | 0.9 | 2
Fc1ccc(NC(=S)NCc2ccc3c(c2)OCO3)cc1 | 0.1 | 1 | -14 | -1 | -3 | 3 | -3 | -1.2 | 10
CC(C)CN(C(=O)COC(=O)c1ccc(Br)cc1)c1c(N)n(Cc2ccccc2)c(=O)[nH]c1=O | 2.0 | -6 | -6 | 8 | -4 | 6 | -5 | 1.3 | 5
NC(=O)N/N=C(/CCCCCC/C(=N\NC(N)=O)c1ccccc1)c1ccccc1 | -1.8 | ? | 14 | 10 | 5 | -6 | 5 | -0.3 | 10
COc1ccc(N2C(=O)C(Cl)=C(Nc3c(C)n(C)n(-c4ccccc4)c3=O)C2=O)cc1 | -0.1 | 28 | 24 | 11 | -1 | 5 | -4 | 0.7 | 3
COc1ccc([C@H]2C=C(C(=O)O)O[C@@H](OCCCCO)C2)cc1 | -0.2 | · | -11 | -1 | 0 | 10 | -2 | -0.2 | 1
O=C(Cn1c(CC(=O)N2CCOCC2)nc2ccccc21)Nc1ccc2c(c1)OC(F)(F)O2 | -0.8 | -2 | 7 | 0 | 5 | 2 | -5 | 0.1 | 0
COc1ccc([C@H]2CC(=O)C=C(c3ccc(C)cc3)C2)cc1OC | -0.3 | · | 4 | 14 | -3 | 19 | 5 | -0.7 | 10
CNc1ccc2nnc(C(F)(F)C(F)(F)C(F)(F)F)n2n1 | 1.0 | 5 | 6 | -10 | 0 | 5 | -4 | -0.8 | 4
Cc1cc(C)c(C(=O)C(C)OC(=O)Cn2cnc3c2c(=O)n(C)c(=O)n3C)cc1C (stereo not drawn) | -0.3 | 17 | 9 | -14 | 0 | -3 | 1 | 0.3 | 4
CS(=O)(=O)N1CCc2cc(C(=O)N3CCN(c4ccccc4)CC3)ccc21 | -0.8&-1.0 | -14&-1 | 0 | -65*! | -6&1 | 10&15 | -3&-1 | 0.1&0.7 | -1&1
CCO[C@@H]1OC(C(=O)N2CCOCC2)=C[C@H](C2CC2)[C@H]1CCCO | 0.4 | · | -4 | 2 | -2 | -2 | 4 | -0.1 | -5
CCCCOC(=O)c1nnc(-c2ccc(Cl)cc2)o1 | 0.1 | 4 | -7 | 14 | 2 | -3 | -5 | 0.3 | 3
O=C(CCc1c[nH]c2ccccc12)N1CCN(c2ccc(O)cc2)CC1 | -0.6 | -3 | 19 | 8 | -3 | 6 | -5 | -1.7 | 1
Cc1nn(C(C)C(=O)NCc2ccccc2)c(C)c1[N+](=O)[O-] (stereo not drawn) | 0.0 | 11 | 21 | -10 | -1 | -4 | -5 | 0.4 | 1
